Kir21 inh: inhibitors of mouse Kir2.1 inward-rectifier potassium channel | P35561 | HEK293-Kir2.1, FluxOR thallium flux fluorescence; active compounds read low | B-score at 10 µM | 310,000 tested, 0.85% active;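 active = fluorescence ratio B-score at or below minus 3 SD of library scores, with starting-brightness B-score within 2 SD, cut at about -4.2 in these data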;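 also: channel flux triggered by added potassium and thallium sulfate stimulus; B-score of peak minus minimum fluorescence over baseline after thallium stimulus; more negative B-score means stronger Kir2.1 block with less thallium influx; some compounds called inactive have numbers as strong as hits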
Target sequence (P35561 whole entry, looked up): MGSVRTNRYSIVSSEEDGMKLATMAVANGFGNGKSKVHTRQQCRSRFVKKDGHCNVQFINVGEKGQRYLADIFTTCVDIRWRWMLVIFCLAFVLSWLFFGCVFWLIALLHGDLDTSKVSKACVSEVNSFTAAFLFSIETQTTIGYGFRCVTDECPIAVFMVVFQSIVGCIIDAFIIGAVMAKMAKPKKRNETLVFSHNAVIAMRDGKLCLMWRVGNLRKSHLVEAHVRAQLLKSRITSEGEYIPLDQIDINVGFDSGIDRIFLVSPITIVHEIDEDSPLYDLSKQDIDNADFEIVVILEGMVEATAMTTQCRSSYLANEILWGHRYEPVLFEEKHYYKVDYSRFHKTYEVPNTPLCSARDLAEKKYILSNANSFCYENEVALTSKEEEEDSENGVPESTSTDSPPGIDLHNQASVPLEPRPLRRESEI
CHT block: human CHT choline transport inhibition; Q9GZV3; CHT-expressing cells, membrane potential dye, choline response; active compounds read low; B-score at 10 µM; 310,000 tested, 0.86% active; AID 488975;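 active = B-score over 3 SD under the library average, and starting fluorescence ratio not unusually high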;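 also: choline stimulus applied at its EC90 after an EC20 pre-addition; B-score computed on integrated fluorescence ratio after choline addition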
Target sequence (Q9GZV3 whole entry, looked up): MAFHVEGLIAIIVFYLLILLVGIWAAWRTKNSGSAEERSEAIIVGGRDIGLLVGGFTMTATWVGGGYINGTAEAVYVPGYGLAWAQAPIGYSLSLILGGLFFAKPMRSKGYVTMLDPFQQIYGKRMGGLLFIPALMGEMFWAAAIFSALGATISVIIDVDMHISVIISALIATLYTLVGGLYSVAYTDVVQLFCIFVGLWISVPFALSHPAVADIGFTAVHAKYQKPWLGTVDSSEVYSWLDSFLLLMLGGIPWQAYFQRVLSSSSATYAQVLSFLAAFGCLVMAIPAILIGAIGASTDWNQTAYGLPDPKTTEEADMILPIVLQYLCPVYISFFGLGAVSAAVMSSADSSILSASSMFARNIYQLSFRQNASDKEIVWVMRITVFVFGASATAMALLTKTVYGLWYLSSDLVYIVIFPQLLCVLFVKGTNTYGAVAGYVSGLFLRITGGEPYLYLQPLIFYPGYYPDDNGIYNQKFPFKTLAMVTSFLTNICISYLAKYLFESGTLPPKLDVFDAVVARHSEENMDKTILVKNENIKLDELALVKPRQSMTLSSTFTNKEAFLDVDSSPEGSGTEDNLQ
Starred values were filed as active, the others as inactive; i = inactive; / = no result given. An unsorted share of the library; about 1.6% have a hit in one of these screens.

structure	Kir21 inh	CHT block
CCCCOCCCNC(=O)N[C@@H](CCSC)C(=O)OC	-0.05	i
O=C1CC(c2ccccc2)CC2=C1CN(C1CCCCC1)CN2 (stereo not given)	/	i
Cc1ccccc1S(=O)(=O)Cc1ccc(C(=O)NCCCOC(C)C)o1	-0.06	i
O=C(NCC1(O)CCCCC1)C1CCC(=O)N(Cc2ccccc2F)C1 (stereo not given)	-1.3	i
CC1CCOC2(O1)C(=O)N(CN1CCN(c3cccc(Cl)c3)CC1)c1ccccc12 (stereo not given)	-0.17	i
Cc1ccc(C(=O)C2CCOC(C)(C)C2)cc1 (stereo not given)	-0.01	i
COc1ccc(CC(=O)Nc2cc(=O)n(C)c(=O)n2C)cc1	0.6	i
O=C(c1cccs1)n1cc(C(=S)N2CCOCC2)c2ccccc21	0.12	i
C/C(=N\NC(=O)c1cccc(Cl)c1)c1cccc(NC(=O)c2ccco2)c1	0.29	i
NC(=S)N/N=C/c1ccccc1OCc1cccc(Cl)c1	-0.33	i
COc1cc(C(C)=O)ccc1Oc1cnccn1	-0.23	i
CCOC(=O)c1ccccc1CN1C(=O)c2ccccc2S1(=O)=O	-0.36	i
COC(=O)c1scc(C)c1NC(=O)CSc1ccc(Cl)cc1	-0.47	i
COc1ccc(C)cc1NC(=O)CSc1nnc(-c2ccccn2)n1Cc1ccco1	-1.3	i
COCCCNC(=S)N1CCCN(c2nc3cc(C)c(C)cc3cc2C#N)CC1	-0.42	i
O=C1C(=O)N(CCCN2CCOCC2)C(c2ccc(F)cc2)/C1=C(\O)c1ccc2c(c1)OCCO2 (stereo not given)	1.1	i
CN(CCCC1CCCC1)C(=O)c1cc(COc2c(F)cccc2F)on1	-0.73	i
Cc1cccc(CN2CCN(CC(=O)O)C2=O)c1	-1.2	/
O=C(O)c1ccc(-n2cccn2)nc1	-1.2	i
Cc1ccc(N(CC(=O)NCc2ccco2)C(=O)CCC(=O)Nc2nccs2)c(C)c1	0.77	i
CCC(C)NC(=O)C1=CCN(S(=O)(=O)c2ccc(C)cc2)CC1 (stereo not given)	-0.42	i
OC(COCC1COc2ccccc2O1)CN1CCc2ccccc2C1 (stereo not given)	-2.2	i
Cc1ccc(OCCN2C(=O)NC3(CCc4ccccc4C3)C2=O)cc1 (stereo not given)	1.2	i
Cn1c(-n2c(CCCN3C(=O)c4ccccc4C3=O)nc3ccccc3c2=O)nc2ccccc21	-1.6	i
Cc1[nH]n(C)c(=O)c1C(=O)c1c(-c2ccccc2Cl)noc1C	-1.3	i
O=C1Cc2ccccc2C(=O)N1CCc1ccccc1	0	i
C=C(C)c1cccc(C(C)(C)NC(=O)N2CCN(C/C=C/c3ccccc3)CC2)c1	-1.5	i
O=C(Nc1ncccn1)C1=C(O)c2ccccc2S(=O)(=O)N1Cc1ccccc1	-0.07	i
CN(C)CCNc1cnn(-c2ccccc2)c(=O)c1Cl	0.14	i
COC(=O)C1=C(C)N(c2ccc(OC)c(OC)c2)C(=O)/C1=C\c1cccs1	0.05	i
Cc1ccc(-c2cc(C(=O)N3CCCC3)no2)cc1	-0.06	i
Cc1nc(SCC(=O)Nc2c(C)n(C)n(-c3ccccc3)c2=O)nc(C)c1C	-3.9	i
CCCCn1nc2cc(C(=O)NCCc3ccc(C)cc3)ccc2c1OCC	0	i
O=C(CC1S/C(=N/N=C/c2cccs2)NC1=O)Nc1ccc(Cl)cc1 (stereo not given)	2.8	i
CC(C)(C)c1ccc(C(=O)NNC(=O)c2cccc(-n3cnnn3)c2)cc1	0.39	i
Cc1ccc2c(CN3CCN(S(=O)(=O)c4ccc5c(c4)OCCO5)CC3)cc(=O)oc2c1C	0.95	i
CCOC(=O)c1ccccc1NC(=O)c1ccccc1NS(C)(=O)=O	-0.98	i
CC1CCC2(CC1)NC(=O)N(Cc1nc(-c3ccccc3)no1)C2=O (stereo not given)	0.33	i
COc1ccccc1NC(=O)C(C)OC(=O)Cc1n[nH]c(=O)c2ccccc12 (stereo not given)	0.06	i
Oc1ccc(Br)cc1-c1ccnn1-c1ccccc1	0.03	i
CC(=O)N1CCc2cc(S(=O)(=O)NCCN3CCC(C)CC3)ccc21	0.83	i
Cc1cc(C)cc(-n2c(C)c3c(C)nnc(C)c3c2C)c1	-2.6	i
O=C(NC1CC1)c1cc2c(s1)CS(=O)(=O)C2	0.14	i
O=C(COC(=O)Cc1cccc(C(F)(F)F)c1)NC1CCS(=O)(=O)C1 (stereo not given)	-0.25	i
COc1ccc(S(=O)(=O)N(C)C)cc1NC(=O)CSc1nncs1	-0.91	i
Cc1c(C(=O)NCc2cccnc2)oc2ccc(S(=O)(=O)N3CCCCCC3)cc12	0.17	i
CCCc1nnc(NC(=O)CCC(=O)NCc2ccccc2OC)s1	0.91	i
CC1CCCCN1CCNC(=O)CC1Oc2ccccc2NC1=O (stereo not given)	-0.43	i
O=C(CSc1nc(N2CCCCC2)nc(N2CCCCC2)n1)N1CCN(c2ccccc2)CC1	1.5	/
CC1SCCN1S(=O)(=O)c1ccc2ccccc2c1 (stereo not given)	0.72	i
Clc1ccc(-c2nc(/C=N/N3CCOCC3)c3ccccn23)cc1	-0.8	i
COc1ccc(S(=O)(=O)N2CCC(C(=O)N3CCN(C)CC3)CC2)cc1OC	0.09	i
Cc1cccc(OCCOCCSc2ncccn2)c1	-0.13	i
CCC(CC)C(=O)NCc1cccnc1	-1.7	i
CCOc1cc(/C=C(\C#N)C(N)=O)ccc1OS(=O)(=O)c1ccccc1	-3.1	i
CCn1c(SCC(=O)Nc2ccc(Cl)cc2)nc2nc3c(cc2c1=O)CCCC3	0.96	i
COCCSc1ccccc1C(=O)Nc1ccncc1	1.1	i
NC(=O)CC(NC(=O)c1ccccc1)c1ccc(NCCN2CCOCC2)c([N+](=O)[O-])c1 (stereo not given)	1.1	i
O=C(Cc1ccccc1)Nc1ccc(N2CCCCC2)cc1	0.66	i
COc1ccc2cc(-c3[nH]ncc3CN3CCCC3c3nonc3C)ccc2c1 (stereo not given)	0.07	i

The list goes on:
structure	Kir21 inh	CHT block
CN1CCN(C(=O)C2=C[C@H](C(C)(C)C)C[C@H](OCCCCO)O2)CC1	0.74	i
CCCCNC(=O)c1ccc(S(=O)(=O)c2ccc(Cl)cc2)c(NC(C)=O)c1	1.7	i
O=C1C(=O)N(C2CCS(=O)(=O)C2)C(c2cccc(O)c2)/C1=C(/O)c1ccc(Cl)cc1 (stereo not given)	2.9	i
COc1cc(/C=N/NC(=O)c2cccnc2)ccc1OCC(=O)Nc1ccc(C)cc1	0.27	i
CC(Oc1ccc(Br)cc1Br)C(=O)Nc1cccnc1Cl (stereo not given)	-2.7	i
Cc1cn(C(=O)CN2C(=O)c3ccccc3C2=O)c(C)n1	-0.85	/
CN(C)S(=O)(=O)c1cccc(C(=O)Nc2cc3c(cc2C(=O)O)OCCCO3)c1	2.1	i
Cc1cc(Cl)ccc1NC(=S)NCCc1ccc(Cl)cc1	-3.8	i
C=CCn1c(N)c(C(=O)OCC(C)C)c2nc3ccccc3nc21	0.15	/
COc1ccc(/C=N/NC(=O)COc2ccc3ccccc3c2)c(C(=O)O)c1OC	-2.4	i
O=c1cc(O)nc(SCc2ccccc2Cl)[nH]1	0	i
COc1ccc(/C=C/c2nc(C)c(-c3ccccc3)c(=O)[nH]2)cc1OC	2.5	i
CCOc1ccc(N=C2NC(=O)S/C2=C\c2ccc(N(C)C)cc2)cc1	-3.3	i
CCOC(=O)N1CCN(C(=O)CN2C(=O)NC(c3ccccc3)(c3ccccc3)C2=O)CC1	0.12	i
O=C(CN(CCN1CCOCC1)C(=O)Cn1nnc(-c2ccc(F)cc2)n1)NC1CCCCC1	-0.41	i
CC(C)C[C@@H](CO)N1CCNCCC1=O	-0.25	i
O=C1CN(C(=O)c2ccccn2)c2ccccc2N1	0.26	i
CCCCC[C@H]1CN(C2CCCCC2)C(=O)[C@@H]1CC(=O)NCc1ccccc1	0.37	i
O=C(NCCN1CCOCC1)c1ccc2c(c1)N(Cc1c(F)cccc1Cl)C(=O)c1ccccc1S2	1.8	i
O=c1cc(CSc2ccc(S(=O)(=O)N3CCCCC3)cn2)nc2sccn12	-0.47	i
COc1ccccc1-c1ccc2nnc(SC)n2n1	1.1	i
Cc1ccc(C(O)c2nccn2C)o1 (stereo not given)	0.61	i
Nc1o[nH]c(=O)c1Cc1ccccc1	-0.07	/
O=C(CNc1ccc(Br)cc1)NNC1=NCCC1	0.23	i
CC(C)(C)NC(=O)c1ccc2c(c1)N(CC(=O)NC1CCCC1)C(=O)C(C)(C)O2	0.45	i
Cc1ccc(NC(=S)NC(=O)c2cncc(Br)c2)cc1Cl	0.57	i
Nc1c(-c2ccccc2)c(CSc2nc3ccccc3[nH]2)nn1-c1cccc(Cl)c1	-0.53	i
COc1c(C)cc(C(=O)C2CCCN(C(=O)c3ccoc3)C2)cc1C (stereo not given)	0.45	i
CN(C(=O)c1cc2c(=O)n3ccccc3nc2s1)C1CCCCC1	-0.51	i
Cc1cccc(OCC(=O)Nc2nnc(-c3ccco3)s2)c1	-0.32	i
Cc1nn(C)c(C)c1S(=O)(=O)N(CC(=O)NCCCOC(C)C)c1ccc(C(C)C)cc1	0.01	i
C=CCn1c(SCc2ccc(C(=O)Nc3ccccc3)cc2)nnc1-c1ccccc1	-4	i
C/C(=C\c1ccco1)CN1CCN(Cc2ccc(C)o2)C(CCO)C1 (stereo not given)	1.7	i
NC(=O)c1nn(-c2ccc(Cl)cc2Cl)c(=O)cc1O	0.17	i
CCN(Cc1ccncc1)C(=O)c1ccccc1NS(=O)(=O)c1ccc(F)cc1	-1	i
Cc1ccc2n(n1)c(=O)c(Cc1ccccc1)c([O-])[n+]2-c1ccccc1	1.1	i
CN1C(c2ccccc2)CCOS1(=O)=O (stereo not given)	0.44	i
CCOC(=O)c1[nH]ncc1CN1CCC(Cc2ccccc2)(C(=O)OCC)CC1	-1	i
O=C(NCc1ccco1)C1CC(c2ccc(F)cc2)=NO1 (stereo not given)	-0.11	i
O=c1c(-c2ccc(O)cc2)coc2cc(O)ccc12	-0.47	i
Cc1cc2ccccc2nc1SCC(=O)N1CCCC1	0.23	i
CCc1ccc(C2C3=C(CCCC3=O)OC3=C2C(=O)CCC3)cc1	-0.21	i
COc1ccc(CCNc2nc(Cl)nc(NC(C)(C)CO)n2)cc1OC	0.84	i
O=C(O)c1ccc(CN2CCCCC2)o1	-0.39	i
O=C1c2ccccc2C(Nc2cccnc2)N1Cc1ccc2c(c1)OCO2 (stereo not given)	-0.78	i
Cc1ccc(C)c2c1cc(C)c1nnc(SCC(=O)NCc3ccc4c(c3)OCO4)n12	-2.7	i
C[C@H](CO)NC(=O)[C@H](C)[C@@H]1C[C@@]1(C)[C@@H](NC(=O)OCc1ccccc1)c1ccccc1	0	i
CCCCNC(=S)NNC(=O)c1ccncc1	1.3	i

Sorted by value in Kir21 inh (largest number first): some entries from above
structure	Kir21 inh	CHT block
CN1C(c2ccccc2)CCOS1(=O)=O (stereo not given)	0.44	i
Cc1cc2ccccc2nc1SCC(=O)N1CCCC1	0.23	i
O=c1c(-c2ccc(O)cc2)coc2cc(O)ccc12	-0.47	i
Cc1ccc(C)c2c1cc(C)c1nnc(SCC(=O)NCc3ccc4c(c3)OCO4)n12	-2.7	i

Remaining list, next part
structure	Kir21 inh	CHT block
CCOCc1nnc(NC(=O)CCC2CCCCC2)s1	-1.3	i
CN(CC(O)Cn1cnc2c1c(=O)n(C)c(=O)n2C)c1ccccc1 (stereo not given)	0.57	i
COc1ccc(C(=O)Nc2ccc(C(=O)OCC(=O)c3ccccc3)cc2)cc1	1.2	i
CCc1ccc2oc(-c3ccc(OC)cc3)cc(=Nc3c(C)n(C)n(-c4ccccc4)c3=O)c2c1	1.4	i
Fc1ccc(Cn2ccc(-c3cnc(-c4ccccc4)s3)n2)cc1	-1.1	i
N#C/C(=C/c1ccc(Br)o1)C(N)=S	0.24	i
Cc1ccccc1CSc1nnc(-c2ccccn2)n1N	-0.04	i
CC(C)C(OC(=O)c1nsc(Cl)c1Cl)C(=O)NCc1ccccc1 (stereo not given)	0.74	i
CCN(CC)S(=O)(=O)c1ccc2oc(C(=O)NC3CC3)c(C)c2c1	0	i
CCNC(=O)COC(=O)CNC(=O)c1cc(Cl)cc([N+](=O)[O-])c1	0.11	i
CC(C)CC(=O)NCCCN1CCN(CCCNC(=O)CC(C)C)CC1	1	i
CCN1CCN(C(=O)c2cc(COc3ccc(C(C)=O)cc3OC)on2)CC1	0.75	i
CCc1ccc(-c2nc(CS(=O)CC(=O)NCCCN3CCOCC3)c(C)o2)cc1 (stereo not given)	-1.3	i
CC1CCCCN1Cc1c(O)ccc2c(=O)c(-c3ccc(Cl)cc3)coc12 (stereo not given)	-0.24	i
